# Screening results deposited in PubChem by several laboratories.
# dFosB activator = activators of delta FosB homodimer, primary screen, biochemical, fluorescence polarization, TAMRA-CDK5 oligo, single point. 0.99% of 340,000 active. activation, % at 25 µM. Protein FosB (Mus musculus), P13346. purified delta FosB; percent of positive-control signal above neutral wells;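 active = mean activation above about 17%, with every replicate also reaching it, limit read from the data, passing the limit was not always enough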;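 note: fluorescence polarization rise as delta FosB binds a TAMRA Cdk5 AP-1 oligo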
# Target sequence (P13346 whole entry, looked up): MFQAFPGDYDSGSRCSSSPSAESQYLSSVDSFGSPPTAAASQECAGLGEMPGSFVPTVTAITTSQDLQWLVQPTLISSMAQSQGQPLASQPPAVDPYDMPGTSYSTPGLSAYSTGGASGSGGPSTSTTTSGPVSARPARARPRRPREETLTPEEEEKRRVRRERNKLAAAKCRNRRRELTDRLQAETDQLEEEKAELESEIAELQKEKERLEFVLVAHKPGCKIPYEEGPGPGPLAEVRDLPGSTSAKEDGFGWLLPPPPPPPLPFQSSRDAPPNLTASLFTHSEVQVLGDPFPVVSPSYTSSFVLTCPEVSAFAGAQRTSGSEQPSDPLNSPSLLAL
# CDK5 p35 inh = inhibitors of human CDK5/p35 kinase, primary screen, biochemical, single concentration. Cyclin-dependent kinase 5 (Homo sapiens) + Cyclin-dependent kinase 5 activator 1 (Homo …. Recombinant CDK5/p35, ADP-Glo luminescence, 60 min. inhibition, % at 10 µM. 0.01% of 330,000 active;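 active = highest replicate inhibition of at least 50% and at least 75% of replicates reaching 50%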;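 note: plate controls were DMSO neutral control for no effect and GW8510 at 10 µM for full effect; many of its hits are not listed in these tables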
# Target sequence (Q00535 whole entry, looked up): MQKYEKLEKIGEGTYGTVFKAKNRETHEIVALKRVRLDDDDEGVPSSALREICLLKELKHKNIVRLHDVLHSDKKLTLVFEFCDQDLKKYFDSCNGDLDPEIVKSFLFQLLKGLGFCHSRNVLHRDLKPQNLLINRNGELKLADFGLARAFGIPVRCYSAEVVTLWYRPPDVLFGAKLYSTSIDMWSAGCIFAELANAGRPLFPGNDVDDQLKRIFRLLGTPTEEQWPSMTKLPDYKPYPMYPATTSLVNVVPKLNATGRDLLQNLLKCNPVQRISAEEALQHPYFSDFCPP
# Target sequence (Q15078 whole entry, looked up): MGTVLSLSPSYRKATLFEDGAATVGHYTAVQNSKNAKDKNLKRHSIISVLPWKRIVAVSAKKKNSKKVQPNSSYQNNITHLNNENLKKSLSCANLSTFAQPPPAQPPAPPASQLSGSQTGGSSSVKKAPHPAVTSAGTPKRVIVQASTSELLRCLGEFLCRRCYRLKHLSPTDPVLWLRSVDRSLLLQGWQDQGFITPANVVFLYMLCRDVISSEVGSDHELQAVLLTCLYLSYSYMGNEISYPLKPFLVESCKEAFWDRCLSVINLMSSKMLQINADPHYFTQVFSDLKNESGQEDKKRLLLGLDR
# HTR5A ag ctr = HTR5A agonists in luminescence cell assay, primary screen, counter-screen for OPRM1-OPRD1 heterodimer agonist project, full-deck HTS | activation, % at 9.3 µM | cell-based | 5-hydroxytryptamine receptor 5A (Homo sapiens), P47898 | 0.61% of 340,000 active; in the data active = activation mostly above about 9.5%, no sharp cut-off; inactive = mostly below about 7.6%;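 note: 0% = cells with vehicle only and 100% = reference agonist; strong numbers were not always called active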
# PvdQ acylase = P. aeruginosa PvdQ acylase inhibitors, primary screen, biochemical, fluorescence, plate reader and imaging, single point; PvdQ acylase [Pseudomonas aeruginosa LESB58]; purified PvdQ acylase; inhibition, % at 10 µM; 0.063% of 340,000 active; AID 488965, 2010; in the data active = inhibition above about 30%, passing the limit was not always enough;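 note: 0% = vehicle neutral wells and 100% = reference inhibitor wells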
# V-ATPase pHluor = regulators of yeast V-ATPase proton pumping, primary screen, pHLuorin cytosolic pH fluorescence; 0.37% of 350,000 active; response, % at 10 µM; S. cerevisiae; in the data active = response mostly above about 7.3%, no sharp cut-off; inactive = mostly below about 5.4%; note: actives read high; inactives centre near 0; some compounds called inactive have numbers as strong as hits; reference of the scale not given here
# HTR5A inv ctr = HTR5A inverse agonists in luminescence cell assay, primary screen, counter-screen for OPRM1-OPRD1 heterodimer inverse agonist project, full-deck HTS; HTR5A cell line, inverse agonism; inhibition, % at 9.3 µM; 0.083% of 340,000 active; AID 504634, 2011; in the data active = inhibition mostly above about 23%, no sharp cut-off; inactive = mostly below about 18%;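 note: 0% = cells with DMSO and 100% = no-cell wells with DMSO; some compounds called inactive have numbers as strong as hits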
# SR-BI DiI inh = inhibitors of SR-BI mediated HDL lipid uptake, primary screen, ldlA[mSR-BI] cells, fluorescence, single point; inhibition, % at 12.5 µM; 0.96% of 320,000 active; Scavenger receptor class B member 1 (Mus musculus), Q61009; ldlA[mSR-BI] CHO cells, DiI-HDL uptake fluorescence, 3 h;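 active = mean replicate inhibition of at least 70% and a set share of replicates each scoring 70 or more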;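 note: 0% = median of neutral control wells and 100% = median of positive control wells; values of inactives mirror those of a sister screen read the other way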
# Wnt bcat act = Wnt/beta-catenin pathway activators, primary screen, cell-based, plate reader, single point; Wnt/beta-catenin reporter cell assay, activator; activation, % at 9.35 µM; AID 743398, 2014; 1.2% of 300,000 active; in the data active = activation above about 30%, passing the limit was not always enough;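 note: 0% = neutral control wells and 100% = positive control wells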
# NSD2 HMT inh = NSD2 histone methyltransferase inhibitors, primary screen, biochemical, AlphaScreen, single concentration, set 2. 0.54% of 310,000 active. Histone-lysine N-methyltransferase NSD2 (Homo sapiens), O96028. NSD2 peptide methylation, 120 min. inhibition, % at 12.5 µM; in the data active = inhibition above about 50%
# MITF act = activators of MITF-driven TRPM1 promoter reporter, primary screen, cell-based, SK-MEL-5, luciferase, single point | SK-MEL-5 TRPM1-promoter luciferase, 24 h; % of positive control, neutral wells = 0 | activation, % at 12.5 µM | AID 588334, 2011 | 0.75% of 300,000 active;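 active = mean activation of at least 80% with every replicate also reaching 80%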;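 note: 0% = neutral control wells and 100% = parthenolide positive control wells; values of inactives mirror those of a sister screen read the other way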
# An asterisk follows results filed as active; x = no result given.
# Order of values: dFosB activator, CDK5 p35 inh, HTR5A ag ctr, PvdQ acylase, V-ATPase pHluor, HTR5A inv ctr, SR-BI DiI inh, Wnt bcat act, NSD2 HMT inh, MITF act
Cc1ccc(C)n1-c1ccc(C(=O)NCc2cccnc2)cc1
  -10.0, 0.5, 0.6, -6.3, 2.2, -1.5, -1.8, x, x, -7.8
Nn1c(-c2cccs2)nc2sc3c(c2c1=O)CCCC3
  -2.4, 0.2, -2.4, -6.4, -1.6, -0.3, 19.8, x, -7.2, 26.4
Cn1c2ccccc2c2cnn(CC(=O)Nc3ccc(Cl)cc3)c(=O)c21
  25.9*, -0.6, -2.8, -6.0, -0.2, 11.7, x, -1.6, 1.9, -18.7
COc1ccc(CCN2C(=S)N(c3ccc(Cl)cc3)C(=O)C2CC(N)=O)cc1OC (centres undefined)
  -1.7, -1.2, 3.6, -16.8, 1.2, -9.3, 29.1, 28.6, -2.1, -8.7
O=C(COc1ccc2ccc(=O)oc2c1)Nc1ccc(CN2CCOCC2)cc1
  -10.4, 1.6, 2.2, -12.3, -3.9, 7.5, 43.4, 4.5, -5.4, 10.7
COCc1c(C(=O)N2CCN(CCOc3ccccc3)CC2)oc2ccccc12
  1.2, -0.4, 6.0, 8.1, -1.9, -14.6, 10.3, 3.5, x, -0.7
Oc1ccc(N=Nc2c(O)ccc3ccccc23)cc1
  7.4, 1.7, -13.7, 11.4, -3.8, 13.3, 69.8, -3.9, x, 9.8
Cc1cccc(C)c1NC(=O)CN(C)C(=O)C1CC(=O)N(c2cccc3ccccc23)C1 (centres undefined)
  -8.8, -2.1, 2.7, -7.4, -2.9, -6.8, -2.9, -2.3, -0.1, 0.9
COc1ccc(OC)c(S(=O)(=O)NCCCN2CCOCC2)c1
  3.8, -3.3, -3.7, -3.5, -2.6, 9.2, -179.2, -3.4, 10.1, 7.2
O=C(CSc1nc(=O)n2ccccc2n1)NCc1ccccc1Cl
  3.0, 1.5, -3.8, 1.9, -1.9, 10.2, -24.9, -2.2, 0.5, 11.4
CC[N+](CC)(CCCCS(=O)(=O)[O-])CCNP1(=O)C=C(c2ccccc2)OC(c2ccccc2)=C1
  6.3, 1.7, -0.6, -8.5, -2.3, 16.1, 7.1, 2.3, -1.2, -3.2
Cc1cc2c(c(=O)n1Cc1ccco1)C(c1cccnc1)C(C#N)=C(N)O2 (centres undefined)
  -6.5, -1.4, 5.9, 12.4, 4.3, -17.9, -34.9, x, 0.8, x
O=C(c1ccc(F)cc1)N1CCN=C1c1ccccc1
  -1.8, 0.5, -0.5, 2.2, -3.5, -13.3, 21.4, -0.6, 25.5, -11.7
COc1ccc(C2=NOC(C(=O)N3CCCCCC3)C2)cc1OC (centres undefined)
  1.8, 1.3, 4.2, -10.6, -1.7, 5.7, 8.3, -1.3, 1.6, 7.8
O=[N+]([O-])c1ccc(N2CCN(S(=O)(=O)c3cnc[nH]3)CC2)cc1
  -9.6, 0.3, 0.4, -26.0, -0.9, -24.6, -27.8, -0.5, 3.9, 0.9
COC(=O)C(F)(F)Sc1c(C)[nH]c2ccccc12
  0.7, 0.2, 2.5, -7.4, -1.4, -6.5, -1.1, 0.1, -0.4, 2.9
C=CCNc1sc(C(=O)c2ccccc2)c(N)c1-c1nc2ccccc2s1
  -2.6, 0.7, -7.6, 12.7, -0.1, 3.2, 90.9*, x, x, x
COc1ccc(N2C(=O)NC(NC(=O)c3cccnc3)(C(F)(F)F)C2=O)cc1 (centres undefined)
  -1.8, 1.3, -2.9, -6.9, -2.0, 18.8, -10.3, -1.3, -2.0, -4.3
COc1cscc1C(=O)O
  6.8, 4.9, -0.8, -9.2, 1.3, -21.9, 3.4, 14.4, -2.5, x
CCCn1c(C(C)Nc2nc(-c3ccc(Cl)c([N+](=O)[O-])c3)cs2)nc2ccccc21 (centres undefined)
  1.7, -2.2, 9.0, -6.9, 1.5, -24.3, 27.5, -12.0, x, -11.3
CCN(Cc1ccncc1)Cc1ccc(Br)cc1
  -3.0, -2.2, 0.0, -1.1, 0.0, -1.4, -18.7, -0.5, 12.4, x
COc1ccc(/C(N)=N/OC(=O)N2CCOCC2)cc1
  -0.9, 1.7, -1.4, 1.2, 1.7, 6.7, -18.6, 0.5, -3.1, -13.1
Cc1ccccc1C(=O)Nc1cccc(C(=O)N/N=C/c2ccc3c(c2)OCO3)c1
  11.2, 0.8, 5.5, -12.2, 0.8, 4.9, 48.7, 0.9, -7.5, 38.5
COc1cc(C(=O)NC(C(=O)Nc2cccc(C(C)=O)c2)C(C)C)cc(OC)c1OC (centres undefined)
  0.9, 3.1, 0.1, 29.4, 1.2, -10.1, 16.9, -3.0, -4.2, -6.6
CCOC(=O)c1cc(C#N)c(N2CCOCC2)nc1-c1ccccc1
  2.4, -9.0, 1.6, 7.1, -2.1, 6.3, 2.6, -1.6, -42.5, -10.9
COc1ccc(N2C(=O)C3C4c5ccccc5C(C=Nc5ccc(C)cc5C)(c5ccccc54)C3C2=O)cc1 (centres undefined)
  2.5, 0.3, -1.1, -3.9, -3.4, 20.7, 8.3, x, 13.9, -23.7
Cc1ccsc1C(=O)NNC(=O)CCN1CCN(c2ccccc2)CC1
  -0.1, 2.0, 2.6, 11.9, 4.9, -6.8, -24.9, -1.4, 0.9, -0.3
CC(C)C[C@H](NC(=O)[C@H]1N2C(=O)c3ccccc3C2SC1(C)C)C(=O)N[C@@H](Cc1ccccc1)C(=O)O (some centres undefined)
  -0.9, -1.4, -0.8, 1.8, -0.8, 4.2, -0.6, -0.9, x, 3.7
O=C(NCC(c1ccco1)N1CCCC1)c1ccc(S(=O)(=O)Nc2ccc(F)cc2)cc1 (centres undefined)
  -6.1, -1.7, 5.6, -6.8, 1.4, -13.8, -15.9, -1.1, 3.9, 4.8
Cc1cc(SCC(=O)N2CCCC2=O)nc2ccccc12
  -13.0, 0.6, 2.2, -9.3, 6.3, -8.7, -11.1, 0.5, -1.4, -7.1
c1ccc(-c2csc(Nc3cccnc3)n2)cc1
  -6.7, -0.1, -0.1, 2.8, -2.5, 0.3, 33.4, 29.5, -1.9, 47.6
CC(=O)Nc1cccc(C(=O)N(Cc2ccccc2)Cc2ccccc2)c1
  -11.4, -0.3, -8.0, -8.8, -1.2, 27.1, 64.8, -2.6, 1.1, x
CCNC(=S)N1CCC(NC(=O)c2ccco2)CC1
  -3.2, -3.4, -2.5, -4.4, 2.2, 6.9, -5.2, -0.2, -1.0, 3.2
CCC(C)[C@H](NC(=O)NCc1ccccc1)C(=O)O (some centres undefined)
  -2.7, -0.4, 5.7, -2.5, 12.5, -17.8, -10.2, x, -3.3, -4.1
Cc1nnc(SCC(=O)Nc2nccs2)s1
  -1.1, 0.8, 0.3, -18.2, -1.3, -0.7, -11.1, -4.9, 2.1, 4.7
O=C(Cc1c[nH]c2ccccc12)N1CCN(S(=O)(=O)c2cccc(Cl)c2Cl)CC1
  -7.3, -1.1, -1.8, -12.8, 1.1, 4.0, -0.7, 0.2, -0.8, -0.4
CC(O)CCc1nc2ccc(C(=O)O)cc2[nH]1 (centres undefined)
  4.1, -1.1, 2.0, 2.7, -4.5, 0.9, 9.6, x, -1.0, -2.5
Cc1cc(N2CCN(C)CC2)ccc1NC(=O)c1cccc(S(=O)(=O)N2CCc3ccccc3C2)c1
  1.8, -2.2, 5.4, -16.4, 0.1, -14.0, 10.8, -1.8, 8.8, -41.6
COc1ccc(N(CC(=O)NCCSC2CCCCC2)S(C)(=O)=O)c(OC)c1
  -1.7, 0.3, 1.1, 0.7, -4.9, -6.6, -8.9, -2.6, -3.7, 9.6
O=C(CSc1nc2ccccc2c(=O)n1CC1CCCO1)Nc1ccc(F)cc1 (centres undefined)
  -6.4, -0.5, 5.0, -11.3, 0.1, -4.4, -6.3, 3.0, -4.7, 0.4
COc1ccc(N(CC(=O)NCc2ccc(F)cc2)C(=O)CCC(=O)Nc2ccccn2)cc1
  -8.8, -8.5, 2.0, -5.1, 2.4, -5.7, x, -1.9, -8.1, 2.5
Cc1cccc(C(=O)OCC(=O)NC2CCCCCCC2)c1
  -6.1, 3.2, 2.0, 2.1, 0.0, -1.2, -27.1, 1.4, -1.8, 4.9
CCOC(=O)CSc1nnc(C)c(=O)[nH]1
  -0.5, -1.1, -1.4, -12.6, -2.1, 6.9, -27.7, x, -0.8, -0.4
Fc1ccc(NC(=S)N2CCSC2c2cccs2)cc1 (centres undefined)
  5.2, -2.8, 0.2, -8.1, 3.5, -0.5, 12.9, -1.6, -3.7, 0.1
O=C(COc1ccccc1Cl)Nc1cc(Cl)ccc1O
  22.0*, -2.8, -3.2, -5.6, -0.3, 7.1, -3.0, 0.0, -7.0, -6.6
COC(=O)c1cc(=O)n(Cc2ccc3c(c2)OCO3)c(=Nc2ccccc2)s1
  -14.3, -1.6, 2.3, -0.1, -1.7, -26.4, 6.7, -2.3, x, x
CC(=O)C(CC(=O)N1CCCC1)C(=O)Nc1ccc(Cl)cc1 (centres undefined)
  -0.3, -0.1, -0.7, -11.1, 1.4, 8.9, 18.1, -2.4, -2.2, 3.9
CCOC(=O)c1c(C)[nH]c2c1cc(O)c1ccccc12
  -8.7, 1.7, -2.9, -1.3, -0.3, -11.3, 4.2, 19.5, 4.1, -0.5
Cc1ccc(OCCNC(=O)CNC(=O)c2ccc(C)c(C)c2)cc1
  -6.3, -4.4, 5.6, -14.7, 1.3, -17.0, -7.0, 3.5, 0.1, 1.6
COc1cccc(-n2c(SCC(N)=O)nnc2-c2ccncc2)c1
  3.8, -4.4, -1.7, -9.5, -0.3, 3.9, -12.9, x, x, -6.6
COCCCn1c(-c2ccccc2Cl)n[nH]c1=S
  4.8, -0.2, 5.2, -2.3, -0.7, -14.4, -21.0, -1.6, 3.3, -6.3
N/C(=N\OC(=O)c1cc(-c2ccccc2)nc2ccccc12)c1ccccn1
  -22.7, 1.8, 0.3, -5.1, 2.3, -28.2, 67.8, -8.7, 1.7, 7.2
Cc1c(C#N)c(N)nc2c3c(sc12)NC(=O)CC3c1ccc(Cl)cc1 (centres undefined)
  2.0, 0.4, 9.2, 0.2, 0.6, -31.3, 29.8, -8.0, x, -32.1
O=C(Cn1ccc(C(F)(F)F)n1)NNC(=O)c1ccco1
  8.6, 0.7, -2.5, -2.0, 3.1, 6.3, -10.6, -4.1, -2.2, 3.2
Cc1cc2cc(OCC(=O)O)ccc2n1C
  -0.9, -1.7, 4.2, -15.2, 2.8, -14.6, -20.8, -2.2, 1.1, x
FC(F)(F)c1ccc(CN2C[C@@H]3C(c4ccc(Cl)nc4)C4(c5ccccc5)CC3(C4)[C@H]2c2ccccc2)cc1 (some centres undefined)
  7.0, 1.7, -4.4, -7.9, -0.8, -11.7, -21.3, -8.4, x, -8.6
CCOC(=O)c1ccc(NC(=S)Nc2cccc(C)n2)cc1
  -6.1, 0.6, 2.1, -4.3, 2.2, -10.0, -2.3, x, 1.2, 2.7
